# PABP1 MLLE inh – inhibitors of microRNA-mediated deadenylation, human PABP1 MLLE binding; GST-MLLE / FITC-PAM2 fluorescence polarization; inhibition, % at 20 µM; 360,000 compounds, 0.36% hits; AID 588489; in the data active = inhibition above about 35%, passing the limit was not always enough;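 note: plate controls were DMSO wells with GST-MLLE for no effect and wells lacking GST-MLLE protein for full effect; some results filed as inactive read as strong as hits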
# E coli Lon inh – inhibitors of E. coli Lon protease; P0A9M0; purified E. coli Lon protease, fluorescence polarization; inhibition, % at 7.94 µM; 360,000 compounds, 0.42% hits; AID 602123; in the data active = inhibition above about 13%, passing the limit was not always enough;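 note: 0% = enzyme with probe and DMSO and 100% = no enzyme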
# Target sequence (P0A9M0 whole entry, looked up): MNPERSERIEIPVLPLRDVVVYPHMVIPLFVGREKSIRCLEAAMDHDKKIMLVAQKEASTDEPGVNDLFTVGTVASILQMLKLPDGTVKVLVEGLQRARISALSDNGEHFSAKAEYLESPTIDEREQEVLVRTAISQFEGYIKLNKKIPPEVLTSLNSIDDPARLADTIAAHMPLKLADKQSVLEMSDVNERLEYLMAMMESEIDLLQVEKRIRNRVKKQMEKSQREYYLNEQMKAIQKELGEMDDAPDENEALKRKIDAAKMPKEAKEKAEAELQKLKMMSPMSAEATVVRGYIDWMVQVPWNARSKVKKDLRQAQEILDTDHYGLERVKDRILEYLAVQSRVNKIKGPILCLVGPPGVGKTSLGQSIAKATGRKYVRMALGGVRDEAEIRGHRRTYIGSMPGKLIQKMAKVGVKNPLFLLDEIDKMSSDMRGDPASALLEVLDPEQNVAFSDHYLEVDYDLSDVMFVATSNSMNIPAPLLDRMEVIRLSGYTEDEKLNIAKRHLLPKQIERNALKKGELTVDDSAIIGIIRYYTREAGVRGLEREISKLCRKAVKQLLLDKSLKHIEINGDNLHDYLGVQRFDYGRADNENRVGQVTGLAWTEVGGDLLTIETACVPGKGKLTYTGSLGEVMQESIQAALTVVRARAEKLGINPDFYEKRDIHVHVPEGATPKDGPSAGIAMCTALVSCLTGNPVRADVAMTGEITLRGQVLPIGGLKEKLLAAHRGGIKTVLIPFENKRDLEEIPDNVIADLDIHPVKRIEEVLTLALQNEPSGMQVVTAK
# MsrA act – bovine methionine sulfoxide reductase A activation. activation, % at 10.6 µM. 360,000 compounds, 0.3% hits. purified bovine MsrA, absorbance read-out; in the data active = activation above about 7.5%;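 note: 0% = vehicle and 100% = reference activator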
# CendR NRP1 mod – alters CendR peptide binding to human NRP-1. O14786. FAM-RPARPAR peptide binding to NRP-1, fluorescence polarization. inhibition, % at 25 µM. 360,000 compounds, 0.85% hits. AID 602438;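 active = inhibition or corrected inhibition above about 18%, plus a signal ratio from 0.5 to 1.5, limit read from the data, passing the limit was not always enough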; note: strong numbers were not always called active
# SKN-1 block – blocks SKN-1 activity in C. elegans; inhibition, % at 21.8 µM; AID 624304; C. elegans VP596 Pgst-4::GFP/RFP ratio, acrylamide-induced, 24 h; 360,000 compounds, 0.49% hits;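 active = interference check ratio from 0.5 to 1.5 plus GFP to RFP signal ratio inhibition reaching or exceeding a fixed threshold, cut at about 30% in these data, passing the limit was not always enough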; note: some compounds called inactive have numbers as strong as hits
# TbMetRS inhib – Trypanosoma brucei MetRS inhibition; purified T. brucei MetRS, ATP depletion, Kinase-Glo luminescence; inhibition, % at 11.9 µM; 360,000 compounds, 0.4% hits;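 active = inhibition above a per-plate cutoff of the control wells' mean inhibition plus 3 SD, cut at about 5.5% in these data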;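 note: 0% = DMSO wells median and 100% = median of wells with control inhibitor compound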
#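 Test system: purified T. brucei MetRS enzyme. Also added: ATP, methionine and E. coli bulk tRNA substrates. Compound: 11.9 µM single point. Schedule: 15 min enzyme-compound preincubation, 2 h reaction, 10 min detection, 25 °C. Signal: luciferase luminescence of residual ATP, Kinase-Glo. Evaluation: percent inhibition versus plate control medians. Controls: DMSO wells, low control.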
# MT1-MMP act inh – MT1-MMP (human) activation inhibition. GFP/RFP ratio change, % at 20 µM. HT1080 RFP-PRO-GFP cells, GFP/RFP ratio fluorescence, overnight; percent of plate control window, DMSO zero. 360,000 compounds, 0.061% hits. P50281. AID 651647;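 active = GFP/RFP ratio change of at least 30% with cell ATP level not reduced by more than half and red fluorescence within 50% of control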; note: strong numbers were not always called active
#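 Compound: 20 µM single dose, 1% DMSO / System: HT1080 RFP-PRO-GFP cells / Controls: DMSO and RFP-L50D-GFP cell wells / Read-out basis: GFP/RFP fluorescence ratio / Schedule: overnight compound exposure at 37 °C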
# FAS-TE inh – FAS thioesterase (human) inhibition; AID 602261; inhibition, % at 15 µM; 360,000 compounds, 0.67% hits; recombinant FAS-TE, OMFH fluorogenic substrate, fluorescence endpoint; P49327;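 active = compounds whose normalised, plate-corrected inhibition of enzyme fluorescence in the single-dose primary screen is 50% or more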;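 note: 0% = DMSO with enzyme and 100% = substrate without enzyme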
# MsrA inhibitor – inhibits bovine methionine sulfoxide reductase A; purified bovine MsrA, absorbance read-out; inhibition, % at 15.5 µM; 360,000 compounds, 0.75% hits; in the data active = inhibition above about 4.5%;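 note: 0% = vehicle wells with enzyme and 100% = reference inhibitor wells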
# * hit, by the source's call; i = inactive; x = not tested or not shown; + = active, no number.
canonical_smiles	PABP1 MLLE inh	SKN-1 block	CendR NRP1 mod	TbMetRS inhib	MsrA inhibitor	E coli Lon inh	FAS-TE inh	MsrA act	MT1-MMP act inh
Cc1nc(-c2ccccn2)nc(SCC(=O)c2ccccc2)c1Cl	16.6	-0.1	-3.9	-0.8	0.4	-19.3	7.6	-6.5	6.2
NC(=O)CS(=O)(=O)c1nc2ccccc2n1Cc1ccccc1F	-16.6	-37.5	8.1	-0.6	-0.1	-1.4	-1.1	-3.1	-3.3
COc1ccc(-c2cc(=O)oc3cc(OC(C)C(=O)NCc4ccccn4)ccc23)cc1 (stereo not given)	-13.7	-12.1	-3.7	-2.1	1.3	6.5	-0.1	-7.4	6.4
CC(C)CCN1C(=O)c2cccc3c(N)ccc(c23)C1=O	i	-98.1	131.0	1.1	0.6	+	-148.0	-5.0	-123.7
Cc1cc(C(F)(F)F)cc(NNC(=O)NC(=O)c2c(F)cccc2Cl)n1	-0.8	-4.7	-4.6	0.7	-1.6	20.9	4.6	-3.1	-1.0
Cc1cc(C(=O)CSc2nnc3ccccn23)c(C)n1-c1ccccc1	-0.2	-3.2	-18.4	-0.2	0.7	-1.4	-6.7	-2.8	x
COc1ccc(Cl)cc1NC(=O)c1ccc2c(SCC(=O)O)c3c(nc2c1)CCCC3	-2.2	-7.2	-16.5	0.0	-0.1	-9.0	5.3	-0.7	2.5
CCOc1cc(CNCc2ccccn2)ccc1OCC(=O)NC1CCCCC1	-3.0	-2.5	1.9	-0.2	0.3	-7.4	-8.4	-1.1	-3.2
CC(=O)N1CCc2c(sc(NC(=O)C3CCCCC3)c2C(N)=O)C1	-4.4	-6.5	-17.9	-0.3	1.3	5.8	-11.2	1.6	-4.8
CC(C)n1c(C(=O)OCC(=O)NCc2ccc3c(c2)OCO3)cc2occc21	-4.0	-5.2	-1.5	-1.5	-0.2	-9.9	11.0	-12.1	0.6
COc1ccc(CCNC(=O)CN(C)S(=O)(=O)c2ccc3c(c2)CCC(=O)N3)cc1OC	6.0	-5.5	-10.9	0.8	-0.3	2.6	-2.4	0.0	0.3
COc1cc(NS(=O)(=O)c2ccc(OC)c(OC)c2)cc(OC)c1	-6.4	8.2	-1.1	-0.5	-0.5	1.9	-2.1	0.7	0.9
CCn1c(CCC(=O)O)nc2cc(S(=O)(=O)N(C)C)ccc21	-6.7	-8.9	8.3	-0.4	2.7	8.7	-1.4	0.1	3.0
O=C1CCC(C(=O)N2CCCC(N3CCN(c4cccc(C(F)(F)F)c4)CC3)C2)=NN1 (stereo not given)	-16.6	28.0	10.3	-0.3	-0.5	2.7	-4.0	-1.4	-1.7
CC(=O)Nc1ccc(Nc2nc(C)c([N+](=O)[O-])c(Nc3ccccc3)n2)cc1	12.5	9.4	-1.3	0.0	2.5	7.8	8.3	-0.5	-8.1
O=c1cc(O)c2sc3nc4c(c(C(F)(F)F)c3c2[nH]1)CCCCC4	-8.5	-2.8	-14.4	0.1	2.8	-8.8	-3.9	0.4	-3.0
CCC(=O)N(c1nnc(SCC(=O)Nc2ccc(N3CCOCC3)cc2)s1)C1CC1	2.8	2.3	-5.7	-0.2	-0.7	-6.0	-3.2	-0.3	9.0
CCOC(=O)C1CCCN(C(=O)c2ccc(Cl)c(S(=O)(=O)N3CCCCC3)c2)C1 (stereo not given)	-10.5	-1.9	1.1	-1.6	0.3	6.3	-1.0	-6.9	8.4
CCc1ccc(-c2cc(C)no2)cc1S(=O)(=O)N1CCN(c2ccccc2)CC1	12.4	9.6	-5.4	-0.4	-1.4	-1.2	26.1	-0.8	-5.6
COc1ccccc1OCCCCN1CCC(C)CC1	-15.7	-7.3	2.0	-0.9	-0.7	0.5	-8.8	-6.2	3.0
CN(C)c1ccc(CNn2cnnc2SCc2ccccc2F)cc1	-15.0	4.7	9.4	-0.5	1.0	-1.9	-0.2	2.2	-8.7
O=C(NCc1cccc(F)c1)c1cccc2c1C(=O)c1ccc(N3CCOCC3)cc1S2(=O)=O	-6.4	6.3	-2.7	0.6	-0.2	-13.1	-6.2	-1.8	-8.4
Cn1c2nc3ccccc3c-2nc2ccccc21	-2.9	16.9	1.5	-0.2	1.9	2.5	-5.0	-4.1	2.0
O=C(Nc1ccccc1)c1sccc1Oc1ccc([N+](=O)[O-])cc1F	8.6	11.5	0.9	-0.1	4.0	7.3	24.1	-2.4	-3.9
Cc1ccc2[nH]c(C)c(CCN(Cc3cccnc3)C(=S)NC(C)(C)C)c2c1	-36.2	1.0	-2.3	-1.0	-0.5	3.1	12.1	-1.7	-0.3
CC(C)Oc1ccc(S(=O)(=O)N2CCOCC2)cc1NC(=O)Cc1cccs1	-17.4	7.9	4.4	0.1	0.9	1.1	5.4	-4.7	-1.1
CC(C(=O)NCCCn1ccnc1)(c1ccccc1)c1ccccc1	14.2	9.1	6.6	0.2	0.2	1.4	-0.8	-2.6	2.9
COc1ccc(-c2ccoc2)cc1[C@H]1[C@H]2C=CC[C@@H](C)[C@@H]2C(=O)N1Cc1ccccc1	1.2	-12.9	-13.6	-0.3	3.1	-0.1	22.9	-0.2	-1.2
Cc1cc(Nc2ccccc2)nn1C(=O)c1ccc(Cl)cc1	8.9	8.7	3.7	-0.4	-0.8	1.1	22.2	-1.2	0.8
Cc1sc2nc(CN3CCCCC3)nc(Nc3ccc4c(c3)OCCO4)c2c1C	14.2	-6.9	3.6	0.3	0.7	1.9	-7.1	-3.4	2.7
c1ccc(COc2ncnc3c2ncn3CCCNCC(c2ccccc2)c2ccccc2)cc1	-7.5	10.4	-4.9	-0.2	0.4	-3.6	2.5	1.1	-25.8
Cc1cccc(NC(=O)CCN2CCN(C/C=C/c3ccccc3)CC2)c1	3.6	-3.1	15.8	-1.4	0.8	-12.2	-16.7	-11.2	1.2
COc1ccc(S(=O)(=O)N2CCOC2CNC(=O)C(=O)NCCN2CCOCC2)cc1C (stereo not given)	-13.2	6.7	0.3	0.0	1.4	-7.5	-5.4	-2.4	-1.8
O=S(=O)(NN1CCOCC1)c1ccc(Br)s1	20.9	-3.5	2.4	-0.1	1.0	6.1	-4.3	-2.9	3.2
CC(C)CCN(C(=O)Nc1ccc(Cl)cc1)C1CCN(C(C)C)CC1	-10.2	12.6	5.9	-0.6	0.8	0.2	8.0	-6.3	5.6
Cc1ccccc1N/C(SCc1ccc(Cl)cc1)=C(/C#N)C(N)=O	3.2	5.6	-10.5	-0.1	1.6	-6.3	32.0	2.0	-5.6
CN1CCN(C2Cc3ccc(Cl)cc3Sc3ccc(F)cc32)CC1 (stereo not given)	0.1	15.0	7.1	-0.5	2.8	3.5	16.6	-1.1	-8.4
CCN(CC)S(=O)(=O)c1cccc2cccnc12	-8.5	-0.3	-4.9	-0.6	-0.8	4.7	-12.4	1.7	2.2
O=C(N/N=C1/CC(c2ccccc2)Oc2ccccc21)C1CC1 (stereo not given)	-8.4	12.1	1.1	0.2	0.9	10.8	-11.1	-1.9	1.7
CCOc1ccc(CN2CCN(Cc3ccc4cc(F)ccc4n3)CC2CCO)cc1 (stereo not given)	0.1	-15.5	-0.8	-2.0	-0.1	-3.7	-4.1	-7.8	-2.2
Cc1cc(=O)[nH]c(SCC(=O)Nc2ccnc3ccccc23)n1	11.5	-6.2	-16.5	-0.5	1.1	-7.5	-4.3	-4.2	3.2
Cc1ccc2nc(C)c(C(=O)N/N=C/c3ccc(C(=O)O)cc3)cc2c1	2.5	5.0	-1.7	0.9	3.0	-9.8	-5.7	-3.4	4.5
COC(=O)Cn1c(=O)c2c(nc3n2CCCN3CCc2ccc(OC)c(OC)c2)n(C)c1=O	-7.7	-16.3	0.0	-2.0	-0.7	-4.9	-5.0	-9.8	0.1
Cc1ccc(F)c(S(=O)(=O)NC(=O)C2(C)CCN2C(=O)Cc2ccccc2)c1 (stereo not given)	8.6	0.5	0.8	0.5	0.8	-8.5	-7.8	-3.0	3.3
COc1ccc(CC(NC(C)=O)C(=O)NC2CCN(C(=O)c3ccc(OC)c(OC)c3)CC2)cc1OC (stereo not given)	5.2	-16.8	-0.5	0.0	0.2	-7.1	-3.9	-1.7	2.6
CCOC(=O)c1cn2nc(Oc3ccccc3)ccc2n1	8.1	-14.3	14.8	0.5	1.6	-0.5	-3.1	-2.8	-4.4
COC(=O)c1cccc(NC(=O)CN2CCN(Cc3ccccc3)CC2)c1	7.6	17.5	13.7	-1.1	-0.2	-6.8	1.0	-1.7	-0.3
CN1CCN(c2ccc(NC(=O)Cc3ccccc3)cc2)CC1	16.7	-1.6	-3.8	-1.1	-0.6	-8.9	-13.1	-9.7	-1.5
COc1ccncc1-c1ccccc1C1=CC(=O)CC(C)(C)C1=O	13.4	0.8	8.4	0.0	0.4	-6.2	3.9	-1.9	0.5
O=C(Oc1ccc2ccc(=O)oc2c1)C1CCCCC1	15.1	1.5	13.2	-0.2	0.7	5.1	2.0	-8.0	0.4
Cn1c(SCC(=O)n2c3c(c4ccccc42)CCCC3)nnc1-c1ccccc1	-23.2	3.5	-12.6	-0.5	-0.4	7.0	18.2	0.6	2.0
CCN=C1SC(CC(=O)NC(C)c2ccccc2)C(=O)N1CC (stereo not given)	-10.0	14.1	14.4	-0.3	-0.9	-12.4	-8.2	-3.4	-3.6
Cc1c(C(=O)N(C)C2CCCCC2)sc2ncnc(N3CCN(c4ccccc4F)CC3)c12	4.4	17.8	-0.3	-0.5	x	6.9	37.6	-0.8	-11.3
Cn1cc([C@]2(O)C(=O)Nc3cccc(Cl)c32)c2ccccc21	x	-20.6	21.1	0.0	-0.7	x	x	x	0.9
C[C@H](NC(=O)[C@@H]1Cc2ccccc2CN1C(=O)OC(C)(C)C)C(=O)NCC1CCCO1 (stereo not given in full)	-0.6	13.8	8.3	-0.3	0.0	-7.9	-5.8	1.7	-1.6
O=C(C1COc2ccccc2O1)N1CCN(S(=O)(=O)c2cc(F)ccc2F)CC1 (stereo not given)	10.9	-1.2	-4.2	-0.3	0.9	-21.6	9.6	-2.5	-3.5

# Three of the compounds above, with two lines to a compound.
# Each structure is followed by: PABP1 MLLE inh, SKN-1 block, CendR NRP1 mod, TbMetRS inhib, MsrA inhibitor, E coli Lon inh, FAS-TE inh, MsrA act, MT1-MMP act inh
CCN=C1SC(CC(=O)NC(C)c2ccccc2)C(=O)N1CC (stereo not given)
 : -10.0, 14.1, 14.4, -0.3, -0.9, -12.4, -8.2, -3.4, -3.6
C[C@H](NC(=O)[C@@H]1Cc2ccccc2CN1C(=O)OC(C)(C)C)C(=O)NCC1CCCO1 (stereo not given in full)
 : -0.6, 13.8, 8.3, -0.3, 0.0, -7.9, -5.8, 1.7, -1.6
Cn1c(SCC(=O)n2c3c(c4ccccc42)CCCC3)nnc1-c1ccccc1
 : -23.2, 3.5, -12.6, -0.5, -0.4, 7.0, 18.2, 0.6, 2.0
